High-throughput results as filed in PubChem BioAssay.
SRC2 inh = inhibits human steroid receptor coactivator 2 | Q15596 | HEK293 GAL4-SRC2 luciferase reporter, luminescence | inhibition, % at 9 µM | actives 0.17% (n = 370,000) | AID 651957;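 active means inhibition above the mean inhibition of all tested compounds plus 3 SD, set per campaign, cut at about 52% in these data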;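 further: 0% = DMSO treated cells and 100% = cells given Gossypol at 36 µM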
SRC1 inh = human NCOA1 inhibition | Q15788 | HEK293 GAL4-SRC1 luciferase reporter, luminescence | inhibition, % at 3.6 µM | actives 0.12% (n = 360,000) | AID 588354;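 active means inhibition above the campaign mean plus 3 SD, with each screening campaign given its own cutoff, cut at about 60% in these data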;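 further: 0% = DMSO treated cells and 100% = gossypol at 36 µM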
LMP1 NFkB inh = Epstein-Barr LMP1 NF-kappaB reporter inhibition; inhibition, % at 12.5 µM; actives 0.69% (n = 350,000); LMP1-induced NF-kappaB luciferase reporter cells, luminescence; in the data active means inhibition above about 41%;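 further: 0% = neutral control wells and 100% = reference inhibitor control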
KKLEB cytotox = counter-screen for CF NF-kB inhibitors: cytotoxicity; KKLEB CF airway cells viability, ATPlite luminescence, overnight; active compounds read low; cells stimulated with P. aeruginosa culture filtrate; activity change (cytotoxicity), % at 5 µM; actives 0.36% (n = 360,000); AID 602141;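 active means corrected activity change at or below -50% at 5 µM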
NR5A2 inv ag = NR5A2 inverse agonism in reporter assay; AID 602396; inhibition, % at 3.6 µM; actives 0.13% (n = 360,000); HEK293T StAR-luciferase reporter, LRH-1 transfected, 24 h; O00482;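 active means inhibition above the mean inhibition of all tested compounds plus 3 SD, cut at about 73% in these data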;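 further: 0% = DMSO wells and 100% = reporter-only cells lacking LRH-1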
Target sequence (O00482 whole entry, looked up): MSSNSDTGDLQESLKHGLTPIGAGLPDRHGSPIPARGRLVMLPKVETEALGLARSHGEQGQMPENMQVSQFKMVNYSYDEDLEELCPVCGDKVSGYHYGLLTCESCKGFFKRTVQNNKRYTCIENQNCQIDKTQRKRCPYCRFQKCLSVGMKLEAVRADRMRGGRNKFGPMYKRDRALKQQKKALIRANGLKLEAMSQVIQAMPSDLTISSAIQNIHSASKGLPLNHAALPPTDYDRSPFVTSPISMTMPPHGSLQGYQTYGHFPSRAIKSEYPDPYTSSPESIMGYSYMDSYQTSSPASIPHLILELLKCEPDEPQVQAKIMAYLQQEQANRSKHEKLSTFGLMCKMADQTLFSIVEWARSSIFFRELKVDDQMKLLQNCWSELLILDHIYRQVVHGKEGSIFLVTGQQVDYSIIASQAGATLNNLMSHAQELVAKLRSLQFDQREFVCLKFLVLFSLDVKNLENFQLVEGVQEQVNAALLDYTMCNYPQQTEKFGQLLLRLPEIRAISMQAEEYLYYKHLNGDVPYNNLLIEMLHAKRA
COUP-TFII inh = blocks human COUP-TFII nuclear receptor; P24468; HEK293T NGFI-A luciferase reporter, luminescence; inhibition, % at 8.6 µM; actives 0.7% (n = 370,000); AID 686940;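 active means inhibition above a per-plate cutoff, mean inhibition of test wells between control levels plus 3 SD, cut at about 38% in these data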;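 further: cells cotransfected with COUP-TFII expression vector driving the NGFI-A reporter; 0% = median of COUP-TF2 test wells and 100% = reporter-only cells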
Target sequence (P24468 whole entry, looked up): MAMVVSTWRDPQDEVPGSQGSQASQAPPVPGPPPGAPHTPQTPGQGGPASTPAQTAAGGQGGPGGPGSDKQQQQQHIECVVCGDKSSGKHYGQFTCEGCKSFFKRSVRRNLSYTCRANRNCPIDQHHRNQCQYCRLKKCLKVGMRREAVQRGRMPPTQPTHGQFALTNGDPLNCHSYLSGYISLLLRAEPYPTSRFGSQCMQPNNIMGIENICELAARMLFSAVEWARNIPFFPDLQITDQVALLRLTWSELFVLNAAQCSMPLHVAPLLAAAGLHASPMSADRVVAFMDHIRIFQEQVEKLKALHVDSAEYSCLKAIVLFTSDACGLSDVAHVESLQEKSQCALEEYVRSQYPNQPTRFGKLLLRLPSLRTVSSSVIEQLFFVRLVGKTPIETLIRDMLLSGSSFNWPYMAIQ
CF NFkB block = inhibitors of cystic fibrosis induced NF-kB; KKLEB NF-kB-GFP reporter, PAF-induced, GFP fluorescence overnight; inhibition, % at 5 µM; actives 0.86% (n = 360,000); AID 588850;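 active means at least 50% inhibition at 5 µM, scaled per plate between neutral and stimulator controls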;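 further: PAF is a Pseudomonas aeruginosa culture filtrate used as stimulus; plate controls were PAF-stimulated DMSO wells for no effect and unstimulated DMSO wells for full effect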
TWEAK-Fn14 inh = inhibitors of TWEAK-Fn14 interaction signaling; TWEAK-stimulated Fn14 reporter cells, luciferase luminescence, 8 h; inhibition, % at 10 µM; actives 2% (n = 360,000); in the data active means inhibition above about 50%
TROY signal inh = TROY signaling inhibition. Q293 LMP1-TROYcd NF-kB luciferase reporter, 4 h. inhibition, % at 10 µM. actives 0.98% (n = 360,000). AID 1347056;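 active means compounds whose plate-normalised and pattern-corrected inhibition of the luciferase reporter signal at the single screening dose is 50% or more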
C8 TRAIL sens = caspase-8 TRAIL sensitization | NB7+C8 cells + TRAIL, ATPlite viability luminescence | inhibition (viability loss, TRAIL sensitization), % at 10 µM | actives 1% (n = 360,000) | AID 624354;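 active means compounds causing at least 50% loss of cell viability in the single-dose screen, relative to plate controls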
NCOA3 inh = inhibitors of human steroid receptor coactivator 3 (SRC3) | HEK293 GAL4-SRC3 luciferase reporter, luminescence | inhibition, % at 3.6 µM | Q9Y6Q9 | actives 0.17% (n = 360,000) | AID 588352;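 active means inhibition above a per-campaign cutoff, the mean of all compounds plus 3 SD, cut at about 60% in these data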;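 further: 0% = DMSO-treated cells and 100% = gossypol-treated cells at 36 µM; higher means less SRC3-driven luciferase light from the GAL4 reporter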
An asterisk follows results filed as active; . = not tested or not shown.

SMILES	SRC2 inh	SRC1 inh	LMP1 NFkB inh	KKLEB cytotox	NR5A2 inv ag	COUP-TFII inh	CF NFkB block	TWEAK-Fn14 inh	TROY signal inh	C8 TRAIL sens	NCOA3 inh
CCSC1=C(C#N)C(c2ccccc2Cl)C(C(=O)c2cccs2)C(O)(C(F)(F)F)N1 (configuration not stated)	16	2	-4	10	-3	-4	6	-1	4	1	-4
CCn1c(C)c(C)c2cc(C(=O)NCCCN3CCCCCC3)ccc21	-14	4	0	-3	-6	-12	-2	-1	-33	21	-10
N#C/C(=C/c1cccc([N+](=O)[O-])c1)C(=O)Nc1ccccc1O	-38	-39	-1	12	4	-8	-5	10	-20	10	-1
C[C@H](NS(=O)(=O)c1ccc(Cl)cc1)C(=O)OCC(=O)NCCc1ccc(S(N)(=O)=O)cc1	8	-16	33	-3	-14	-14	16	5	2	0	0
Cc1cc(NC(=O)Cn2cc([N+](=O)[O-])cn2)n(Cc2ccc(F)cc2)n1	-17	-24	-2	12	-13	6	-17	-8	-8	-17	12
CO/N=C/NC(=O)NOCc1ccc(Cl)cc1Cl	14	-12	5	8	1	4	-6	2	-40	-10	13
CCn1c(NC(=O)c2ccc(C)cc2)c2ccccc2nc1=O	7	-3	79*	-6	5	3	10	5	8	-5	8
O=C(Oc1cc(=O)oc2ccccc12)c1ccccc1	-10	-16	-15	-12	33	-6	6	36	9	18	13
COc1ccc(C(O)c2nc(-c3cccc(C(C)C)c3)cs2)cc1 (configuration not stated)	17	6	.	-11	-17	-4	5	12	14	-12	-6
O=C(Cc1cccs1)N=Nc1c(O)[nH]c2ccc(Br)cc12	2	0	6	-6	23	-2	-5	-4	5	7	0
O=C(CCc1nc(-c2cccs2)no1)NCc1ccc(F)cc1Cl	-13	4	-10	-13	15	3	-10	-19	8	14	-12
Cc1ccc(OCCn2cc(C(=O)O)c3ccccc32)cc1	-1	-1	11	9	20	-5	-22	2	4	-4	14
CC(C)(C)NC(=O)COc1ccc(CNCc2cccnc2)cc1	-51	1	-15	7	9	14	-2	-6	12	-14	9
Cc1nc2cc(Cl)c(Cl)cc2n1CCCO	8	0	.	2	4	-15	25	20	31	-21	18
CCCNC(=S)Nc1cccc(C(F)(F)F)c1	-2	6	-1	0	3	14	6	7	-3	6	8
O=C(NC(=S)N1CCN(C/C=C/c2ccccc2)CC1)c1ccc(Cl)nc1	-11	10	-1	3	20	18	-13	-3	-8	21	9
CCOC(=O)/C(C#N)=C/NC(=O)NC(C)(C)C	-21	-1	-1	1	14	11	-4	6	4	-15	-10
COc1ccc(C(CNC(=O)c2ccc(N3CCCC3=O)cc2)N(C)C)cc1 (configuration not stated)	-20	-1	10	-32	5	21	-5	2	20	-1	4
O=C(CSc1nnc(-c2ccc(Cl)cc2)n1Cc1ccco1)c1cccs1	-2	-19	-1	3	-4	-11	-13	22	3	-7	-7
O=C(Nc1ccccc1C(=O)NCc1ccccc1)c1ccccc1	-1	21	-6	9	13	11	4	7	12	-12	1
Cc1cccc(CCNC(=O)C2CCN(S(=O)(=O)c3c(C)noc3C)CC2)c1	7	-6	-10	6	-18	-2	3	-1	-20	-1	6
O=C(NCc1ccccn1)c1cc(-c2ccccc2Cl)on1	-95	-31	-4	-3	-44	-35	-15	-12	-42	30	-23
CCOc1ccc(N(CC(=O)NCc2ccccc2)S(=O)(=O)c2ccc(C)cc2)cc1	-15	-9	-6	-6	10	9	7	28	6	-13	10
Cc1nc2cc(C(F)(F)F)ccc2n1CCNc1nc(-c2ccc([N+](=O)[O-])c(Cl)c2)cs1	28	-11	-4	-12	-24	-14	-39	22	-22	3	14
Nc1nnc(SCC(=O)Nc2ccc(F)c(Cl)c2)n1-c1ccccc1	12	-25	0	-16	7	-1	17	-17	0	-6	31

Next section
SMILES	SRC2 inh	SRC1 inh	LMP1 NFkB inh	KKLEB cytotox	NR5A2 inv ag	COUP-TFII inh	CF NFkB block	TWEAK-Fn14 inh	TROY signal inh	C8 TRAIL sens	NCOA3 inh
CC1(C(=O)NS(=O)(=O)c2ccccc2Cl)CCN1C(=O)c1cccc2ccccc12 (configuration not stated)	11	3	.	-3	9	-5	7	12	6	-12	0
CC(C)OCC1CC(CC(=O)NC(=S)Nc2cccc([N+](=O)[O-])c2)C(=O)O1 (configuration not stated)	10	0	10	-9	12	1	9	24	2	5	-6
Cn1c(C(=O)NCCc2ccsc2)cc2c(=O)n(C)c3ccccc3c21	-10	-2	-7	-20	-5	11	-41	25	-12	12	5
O=C1NCCN1CCNS(=O)(=O)c1ccc2ccccc2c1	2	0	-12	6	16	-11	-13	5	19	2	6
COc1ccc(CC(=O)OCC(=O)Nc2ccc(OC(F)F)cc2)cc1OC	-4	-12	-4	8	7	-10	4	-15	9	2	23
COc1cccc(/C=C/C(=O)OCC(=O)c2cc(C)n(CC3CCCO3)c2C)c1OC (configuration not stated)	-2	-8	7	-1	-11	-8	2	0	-15	-4	-13
CCCn1c(=O)c(C(=O)NCc2ccccc2OC)c(O)c2ccccc21	2	-4	-18	-6	3	11	4	7	8	6	-6
COc1cc(/C=N\NC(=O)CNC(=O)C(c2ccccc2)c2ccccc2)ccc1O	4	-9	-2	-9	0	-3	7	-2	-5	-5	9
Cc1cc(-c2nn(-c3ccccc3F)cc2CN2CCN(c3ccncc3)CC2)c(C)s1	13	7	-9	-13	-12	8	25	-12	-19	6	3
Cc1ccc(S(=O)(=O)NCC(=O)OCc2ccccc2Br)cc1	13	-7	0	1	3	9	-5	6	10	-10	19
CCOCCCNC(=O)C(c1ccc(C)cc1)N(Cc1ccc2c(c1)OCO2)C(=O)c1ccccn1 (configuration not stated)	-14	1	-3	4	7	-10	-3	15	1	-3	12
Cc1cccc(OCC(=O)Nc2ccc3nc(C)sc3c2)c1	-24	3	-9	16	-29	-17	-22	-24	-24	5	21
O=[N+]([O-])c1ccccc1S(=O)(=O)N1CCN(c2ccccn2)CC1	6	11	0	1	6	7	0	-21	11	1	-14
O=C(CC1C(=O)NCCN1C(=O)c1ccc(Cl)cc1)Nc1ccc(F)cc1 (configuration not stated)	-9	7	0	-1	-2	-10	-2	12	14	-10	16
Nc1ccccc1SCc1csc(-c2ccc(Cl)cc2)n1	-34	-95	-22	2	-13	-5	-8	4	17	-26	-54
CC(C)c1ccc(C(CC(=O)c2ccc(Cl)cc2)C(=O)O)cc1 (configuration not stated)	-35	0	1	0	-3	-3	-7	-1	8	-7	5
CC(C)(CNC(=O)c1sc2cc(Cl)ccc2c1Cl)N1CCOCC1	-14	-44	-8	-17	-23	-1	11	-34	-11	24	-18
Cc1cccc(C)c1OCc1n[nH]c(=S)o1	-5	-10	-3	-7	-16	1	2	15	-3	1	8
COCCN(C(=O)COC(=O)c1cc(C)n(-c2ccccc2)c1C)c1c(N)n(Cc2ccccc2)c(=O)[nH]c1=O	-7	-11	5	18	-3	-12	-3	-10	18	-4	-2
CCCCc1ccc(S(=O)(=O)NC(=O)C2(C)CCN2C(=O)CC2CC2)cc1 (configuration not stated)	-3	11	.	-19	0	3	23	-9	-6	-6	-17
CC(CCc1ccccc1)NC(=O)CSc1ccccc1 (configuration not stated)	19	4	2	-5	-4	8	10	-2	-2	-1	15
Cc1nn(C)cc1N1C(=O)c2cccc3c(N)ccc(c23)C1=O	5	-14	-4	-12	-11	16	-1	0	2	13	-2
O=C(NCc1ccc(F)cc1)c1ccc(CNc2c(N3CCOCC3)c(=O)c2=O)cc1	6	-4	-3	-5	6	5	3	35	5	-4	10
O=C(Nc1cc(Cl)cc(Cl)c1)c1ccno1	9	5	-1	3	-13	-13	4	13	5	-13	-14
COc1cc(C(=O)Nc2nc(-c3ccc(C)cc3)cs2)ccc1OCC(=O)N1CCOCC1	9	0	5	11	3	-1	-20	46	57*	4	16

Single records, from the list above. Values in the order: SRC2 inh	SRC1 inh	LMP1 NFkB inh	KKLEB cytotox	NR5A2 inv ag	COUP-TFII inh	CF NFkB block	TWEAK-Fn14 inh	TROY signal inh	C8 TRAIL sens	NCOA3 inh
COc1cccc(/C=C/C(=O)OCC(=O)c2cc(C)n(CC3CCCO3)c2C)c1OC (configuration not stated) is listed with -2	-8	7	-1	-11	-8	2	0	-15	-4	-13
Cc1nn(C)cc1N1C(=O)c2cccc3c(N)ccc(c23)C1=O is listed with 5	-14	-4	-12	-11	16	-1	0	2	13	-2

The listing continues.
SMILES	SRC2 inh	SRC1 inh	LMP1 NFkB inh	KKLEB cytotox	NR5A2 inv ag	COUP-TFII inh	CF NFkB block	TWEAK-Fn14 inh	TROY signal inh	C8 TRAIL sens	NCOA3 inh
Cc1c(-c2ccc(OCCN3CCCCC3)cc2)c(=O)oc2ccc3ccccc3c12	5	1	-2	-10	8	-4	0	-12	-11	1	-4
O=C(CSc1ncccc1-c1nc2ccccc2[nH]1)N1CCc2ccccc21	-20	-17	-19	-13	-22	16	-10	67*	62*	11	6
CN(CC(=O)NCCCN1CCOCC1)S(=O)(=O)c1cc(Cl)ccc1Cl	-15	-60	6	0	3	3	3	6	0	-4	-4
CNc1oc(-c2ccc(Cl)cc2)nc1C#N	-32	-64	-21	-2	-59	-38	-34	-55	-62	9	-59
COc1ccc(C(=O)Nc2ccc(C(=O)N3CCCCC3C)cc2)c(OC)c1OC (configuration not stated)	27	-31	3	-8	-6	3	10	11	-4	-4	9
CCn1c2ccccc2c2cc(NS(=O)(=O)c3ccc(C)cc3)ccc21	-21	6	-8	12	-20	4	0	7	.	12	-11
O=C(Cn1cnc2ccccc2c1=O)N(Cc1ccco1)c1ccc(O)cc1	-3	-3	-2	-3	26	1	-16	-7	-21	8	20
CCOc1cc(N2CCOCC2)c(OCC)cc1NC(=O)c1cc(C)nc2ccccc12	-11	14	0	-4	25	8	15	19	-11	-7	18
Cn1cccc1C(=O)NC(=O)COC(=O)c1cc([N+](=O)[O-])ccc1Cl	9	1	-6	10	21	-14	-24	-25	-19	2	6
CCOC(=O)C1(Cc2ccccc2C)CCCN(Cc2cn(C)nc2C)C1 (configuration not stated)	-4	-12	10	-1	11	-12	-5	4	-5	0	9
O=C(Nc1ccc(S(=O)(=O)Nc2ncccn2)cc1)c1ccc(S(=O)(=O)N2CCCC2)cc1	-31	-6	-1	8	-12	18	6	-1	20	4	-3
CCc1nc2cc(NC(=O)C3(C)CCCN(C(C)=O)C3)ccc2o1 (configuration not stated)	-4	-7	.	-6	-9	6	14	5	3	1	-10
O=C(C1CCN(CCCc2ccccc2)CC1)N1CCCCC1	-17	15	10	4	11	-1	-5	2	-5	-7	13
COC(=O)c1ccc(C(=O)OC)c(NC(=O)CN2CCCCC2)c1	6	-23	-3	9	10	-2	4	-6	6	4	-1
COc1ccc(Sc2ncnc3onc(C)c23)cc1	-17	9	-1	16	7	-5	-4	0	1	0	1
Cc1ccccc1N(C)S(=O)(=O)c1nnc(NC(=O)c2ccco2)s1	-10	2	-2	-18	8	-1	13	14	-3	-3	10
Cc1cc(/C(O)=C2\C(=O)C(=O)N(CCN(C)C)C2c2ccncc2)ccc1OCc1ccccc1 (configuration not stated)	14	-12	-6	3	7	-4	18	-16	-6	-7	2
N#Cc1c(=O)c2nc(NCc3ccccc3)ncc2n2ccccc12	-4	2	7	1	14	-6	-5	6	-3	0	10
C[C@@H]1CN([C@H](C)CO)C(=O)CCCn2nncc2CO[C@H]1CN(C)Cc1ccccc1	14	9	4	4	-2	-14	-8	11	-7	-19	-6
